Compound activity as filed in PubChem BioAssay.
GPR55 LPI antagonism: GPR55 antagonists blocking LPI-driven arrestin recruitment, primary screen, imaging, U2OS, beta-arrestin-GFP, LPI agonist (AID 2013); G-protein coupled receptor 55 (Homo sapiens); U2OS GPR55 beta-arrestin-GFP translocation imaging, LPI antagonism; higher % means a stronger effect; inhibition, % at 10 µM; hits with a dose series show IC50 in µM; hit rate 0.13% among 290,000;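 active = spots per cell inhibited over 60%, with over 100 cells counted and total cytoplasm intensity under 500,000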;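 note: U2OS cells stably carrying GPR55 and arrestin-GFP stimulated by 5 µM LPI near EC80; imaged beta-arrestin-GFP aggregate spots per cell after agonist stimulation; plate controls were LPI-stimulated DMSO wells for no effect and DMSO wells without LPI for full effect; some results filed as inactive read as strong as hits; confirmed hits need IC50 under 10 µM and bright autofluorescent wells are also inconclusive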
NOD1 inhibition: NOD1 signaling inhibitors, primary screen, cell-based, luminescence, uHTS (AID 1578); NOD1-driven NF-kB luciferase reporter cells, luminescence; higher % means a stronger effect; one-dose inhibition, % at 4 µM; EC50 in µM for titrated hits; hit rate 1% among 290,000; in the data active = inhibition mostly above about 36%, no sharp cut-off; inactive = mostly below about 34%;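 note: HEK-293T reporter cells stimulated with the NOD1 agonist gamma-tri-DAP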
NTR1 agonist: agonists of NTR1, primary screen, imaging, U2OS cells, beta-arrestin-GFP, high content (AID 493036) | activation, % at 20 µM | hit rate 0.17% among 330,000 | Neurotensin receptor type 1 (Homo sapiens), P30989 | NTR1-U2OS beta-arrestin-GFP spot imaging, agonist mode;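 active = activation at or above 40% of the spot to cytoplasm intensity ratio, with at least 20 cells analyzed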;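 note: 0% = DMSO without peptide and 100% = 100 nM NTR1 peptide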
Target sequence (P30989 whole entry, looked up): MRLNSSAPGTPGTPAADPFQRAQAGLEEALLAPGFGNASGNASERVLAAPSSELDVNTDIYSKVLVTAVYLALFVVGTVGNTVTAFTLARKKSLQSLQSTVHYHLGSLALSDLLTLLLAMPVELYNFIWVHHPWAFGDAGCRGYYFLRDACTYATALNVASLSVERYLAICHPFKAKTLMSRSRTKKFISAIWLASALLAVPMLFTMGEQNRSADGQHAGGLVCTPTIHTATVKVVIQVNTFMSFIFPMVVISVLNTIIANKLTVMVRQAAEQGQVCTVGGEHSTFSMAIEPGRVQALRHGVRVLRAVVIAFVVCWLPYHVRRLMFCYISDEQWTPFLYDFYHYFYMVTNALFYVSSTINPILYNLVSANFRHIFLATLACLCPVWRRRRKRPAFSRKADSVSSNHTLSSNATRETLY
KOR beta-arrestin-1: KOR antagonists, beta-arrestin recruitment, cell-based, luminescence, uHTS (AID 1778); KOR beta-arrestin recruitment, luminescence, antagonist mode; higher % means a stronger effect; inhibition, % at 10 µM; hits with a dose series show IC50 in µM; hit rate 0.091% among 290,000; note: strong numbers were not always called active
HEK293 NOD2/NF-kB: NOD2 signaling inhibitors, cell-based, luminescence, uHTS, HEK293 (AID 1566). HEK293 NOD2/NF-kB luciferase reporter, luminescence; higher % means a stronger effect. hit rate 0.63% among 290,000. one-dose inhibition, % at 4 µM; EC50 in µM for titrated hits; note: many of its hits are not listed in these tables
KOR beta-arrestin-2: KOR agonists, beta-arrestin recruitment, primary screen, cell-based, luminescence, uHTS (AID 1777); Kappa-type opioid receptor (Homo sapiens); KOR beta-arrestin recruitment, luminescence; higher % means a stronger effect; one-dose activation, % at 10 µM; EC50 in µM for titrated hits; hit rate 0.02% among 280,000; in the data active = activation above about 50%, passing the limit was not always enough; note: a part of the inactive calls stands beside numbers as strong as those of hits
GPR55 activation: GPR55 agonists via beta-arrestin recruitment, primary screen, imaging, U2OS cells, beta-arrestin-GFP redistribution (AID 1961) | G-protein coupled receptor 55 (Homo sapiens) | U2OS GPR55 beta-arrestin-GFP redistribution imaging; higher % means a stronger effect | one-dose activation, % at 10 µM; EC50 in µM for titrated hits | hit rate 0.048% among 290,000;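 active = activation above 40% with more than 50 cells counted in the well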;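 note: U2OS osteosarcoma cells stably expressing GPR55 and beta-arrestin-GFP; plate controls were DMSO negative control for no effect and LPI positive control for full effect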
Myeloid diff MLP: induction of myeloid progenitor differentiation, primary screen, cell-based, flow cytometry, MLPCN library; ER-HoxA9 myeloid progenitors, lysozyme-GFP differentiation; calls only at 10 µM; hit rate 1% among 360,000; AID 624256, 2012;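 active = normalized GFP-positive differentiation at or above the plate's own cutoff, the solvent-only control mean plus 3 SD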;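 note: cells exposed to compound for four days before flow analysis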
T cell modulator: modulators of CD8 T cell-vesicle binding, primary screen, mouse 2C CD8+ T cells, flow cytometry; 2C CD8+ T cell-vesicle binding; active compounds read low; calls only at 7 µM; hit rate 0.068% among 330,000; AID 2052, 2009;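 active = response, share of CD8 T cells binding vesicles, and their 90th percentile fluorescence all below set limits, cut at about 80% in these data, passing the limit was not always enough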
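System: murine 2C transgenic CD8+ T lymphocytes; also added: QL9-loaded Drosophila micro-vesicles; times: binding 1.5 h at 37 °C; measured by: flow cytometry, PE anti-B7-1 (FL2) versus Alexa647 anti-CD8 (FL8), PFA-fixed; control set: Peptide-free naked vesicles (low) and QL9 vesicles with 0.7% DMSO vehicle (high)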
T cell modulator vesicle-bound %: also measured in T cell modulator; calls as there; double positive events, %; measured here: CD8+ vesicle-bound cell fraction;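 binding gate set so that unloaded-vesicle control wells show 10% double positive cells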
NTR1 agonist cell count 20 µM: also measured in NTR1 agonist; calls as there; cell count; measured here: cell count, cytotoxicity flag
Myeloid diff MLP GFP+ MAC1+ %: second read-out of Myeloid diff MLP, no call of its own (marks repeat the call); GFP+ MAC1+ double positive, %; measured here: differentiation confirmed by MAC1 staining
Active calls of the source: *; i = inactive; x = not tested or not shown; [ ] = another dose, or the depositor's remark. Cut-off read from the data, not from the text of the source, unless noted: active = inhibition above about 50%; inactive = the rest.

SMILES	GPR55 LPI antagonism	NOD1 inhibition	NTR1 agonist	NTR1 agonist cell count 20 µM	KOR beta-arrestin-1	HEK293 NOD2/NF-kB	KOR beta-arrestin-2	GPR55 activation	Myeloid diff MLP	Myeloid diff MLP GFP+ MAC1+ %	T cell modulator	T cell modulator vesicle-bound %
CCCCOC(=O)c1ccc(NC(=O)CSc2nncn2C)cc1	-9%	-10%	0.1	44	23%	19%	-14%	0.3%	i	0.9	i	48
COc1ccc(NC(=S)N2CCN(C(=O)C3CCCO3)CC2)c(OC)c1 (stereo unspecified)	0%	-7%	-1.5	59	-9%	13%	8.9%	-0.2%	i	0.5	i	42
O=[N+]([O-])c1ccc(N2CCN(C(=S)NC3CCCCC3)CC2)cc1	-5%	13%	1.6	43	-10%	23%	-0.5%	0.0%	i	0.8	i	49
COc1ccc(S(=O)(=O)N(C)CC(=O)N2CCC(C(N)=O)CC2)cc1	8%	-14%	-0.9	43	-18%	10%	3.2%	-0.1%	i	3.6	i	38
O=C(NCC(=O)N(c1ccccc1F)C(C(=O)NC1CCCC1)c1ccncc1)c1ccco1 (stereo unspecified)	-4%	-25%	-0.3	45	-4%	-4%	0.7%	0.0%	i	1.0	i	15
C=C(C)COc1ccc(-c2n[nH]c(C)c2-c2ccccc2)c(O)c1	-5%	4%	36	32	12%	7%	-1.3%	-0.1%	i	0.8	i	26
CCOc1ccc(CC(=O)NCC(=O)NCc2cc(=O)n(C)c(=O)n2C)cc1	9%	-20%	2.2	63	19%	-15%	2.4%	-0.2%	i	1.0	i	13
COc1ccc(NC(=O)C(=S)NC2CCCCC2)cc1	4%	-50%	2.8	59	-11%[20 µM]	-96%	-3.4%	0.2%	i	0.1	i	47
NC(=O)CC(NC(=O)Cc1cccc2ccccc12)c1ccc(NC2CCCCC2)c([N+](=O)[O-])c1 (stereo unspecified)	2%	-12%	0.1	76	16%	2%	-0.8%	-0.1%	i	0.6	i	46
CCN(Cc1ccccc1)C(=O)CN1C(=O)COc2ccc(S(=O)(=O)NC3CCCC3)cc21	11%	-19%	0.2	64	-33%	9%	1.3%	0.2%	i	0.5	i	45
c1ccc2c(c1)nc1n2CCN1CCNC1CCCCC1	2%	-28%	0.1	73	x	-21%	x	-0.2%	i	0.5	i	9
O=C(Nc1nnc(-c2ccco2)o1)C1CCCCC1	3%	10%	-1.1	76	36%	-6%	3.3%	-0.1%	i	2.1	i	39
Cc1cc(C(=O)CSc2nnc(C3COc4ccccc4O3)n2C)c(C)n1-c1ccc(F)cc1 (stereo unspecified)	12%	34%	0.8	85	-5%	14%	-1.3%	0.3%	i	0.9	i	41
O=C(CN1CCOCC1)N1c2ccccc2Sc2ccccc21	0%	-2%	-1.2	69	17%	4%	-6.6%	0.6%	i	0.5	i	59
CCOC(=O)C1CCN(Cc2ccc(O)c(OC)c2)CC1	6%	5%	3.6	106	-1%	-4%	9.2%	-0.2%	i	1.1	i	45
CCOC(=O)c1ccc(NC(=S)NCc2ccccc2)cc1	15%	-30%	0.2	72	-59%[20 µM]	0%	1.2%	-0.1%	i	1.3	i	61
C=CCNC(=S)NCc1ccccc1OC	-8%	-27%	0.7	42	23%	14%	-2.8%	0.0%	i	0.3	i	13
CN(C)CCNCc1ccc(OC2CCCC2)cc1	12%	7%	0.3	72	x	-38%	-6.2%	-0.1%	i	4.7	i	44
CC(=O)Nc1ccc(N=c2cc([N+](=O)[O-])cc(Cl)n2O)cc1	6%	-15%	0.5	97	-5%	-4%	-5.7%	0.0%	i	0.3	i	52
C/C(CC(=O)Nc1cc(Cl)ccc1Cl)=N\NC(=O)c1ccco1	19%	13%	-1.8	67	1%	10%	20%	0.2%	i	0.7	i	30

5 entries picked at random from the list so far, as already listed:
SMILES	GPR55 LPI antagonism	NOD1 inhibition	NTR1 agonist	NTR1 agonist cell count 20 µM	KOR beta-arrestin-1	HEK293 NOD2/NF-kB	KOR beta-arrestin-2	GPR55 activation	Myeloid diff MLP	Myeloid diff MLP GFP+ MAC1+ %	T cell modulator	T cell modulator vesicle-bound %
CCOC(=O)C1CCN(Cc2ccc(O)c(OC)c2)CC1	6%	5%	3.6	106	-1%	-4%	9.2%	-0.2%	i	1.1	i	45
CN(C)CCNCc1ccc(OC2CCCC2)cc1	12%	7%	0.3	72	x	-38%	-6.2%	-0.1%	i	4.7	i	44
CCOC(=O)c1ccc(NC(=S)NCc2ccccc2)cc1	15%	-30%	0.2	72	-59%[20 µM]	0%	1.2%	-0.1%	i	1.3	i	61
CC(=O)Nc1ccc(N=c2cc([N+](=O)[O-])cc(Cl)n2O)cc1	6%	-15%	0.5	97	-5%	-4%	-5.7%	0.0%	i	0.3	i	52
C/C(CC(=O)Nc1cc(Cl)ccc1Cl)=N\NC(=O)c1ccco1	19%	13%	-1.8	67	1%	10%	20%	0.2%	i	0.7	i	30

3 compounds from above, ordered by the value under KOR beta-arrestin-1, descending:
Structure,KOR beta-arrestin-1
O=C(Nc1nnc(-c2ccco2)o1)C1CCCCC1,36%
CCOC(=O)C1CCN(Cc2ccc(O)c(OC)c2)CC1,-1%
CC(=O)Nc1ccc(N=c2cc([N+](=O)[O-])cc(Cl)n2O)cc1,-5%

Remaining list, next part.
SMILES	GPR55 LPI antagonism	NOD1 inhibition	NTR1 agonist	NTR1 agonist cell count 20 µM	KOR beta-arrestin-1	HEK293 NOD2/NF-kB	KOR beta-arrestin-2	GPR55 activation	Myeloid diff MLP	Myeloid diff MLP GFP+ MAC1+ %	T cell modulator	T cell modulator vesicle-bound %
O=C(Nc1ccc([N+](=O)[O-])cn1)C1CCCCC1	4%	-27%	-0.9	68	x	2%	-0.9%	0.1%	i	0.7	i	25
CCn1cc(S(=O)(=O)CC(=O)Nc2cccc(C)c2)c2ccccc21	2%	2%	-2.6	58	27%	11%	-3.5%	-0.1%	i	0.7	i	24
O=C(CSc1n[nH]c(-c2ccc(S(=O)(=O)NC3CCCCC3)cc2)n1)N1CCCC1	-7%	15%	0.5	51	-2%	12%	-3.0%	0.9%	i	1.4	i	12
O=C(Nc1ccc(S(=O)(=O)N2CCOCC2)cc1)c1cc(-c2ccccc2O)n[nH]1	8%	-8%	0.9	54	10%	10%	2.0%	-0.1%	i	0.3	i	40
CC(C)Cc1nnc(NC(=O)CSc2nc(=O)cc(N)n2-c2ccccc2)s1	8%	-18%	-0.2	54	21%	12%	-1.6%	-0.4%	i	0.6	i	41
CCn1c(O)c2ccc(C(=O)N=NC(=O)c3ccccc3)cc2c1O	-2%	-39%	-0.4	56	-3%	-10%	2.8%	-0.1%	i	1.2	i	53
CCN(CC)CCCNc1nc(-n2nc(C)cc2C)nc2sc3c(c12)CC(C)(C)OC3	0%	2%	-0.4	48	-39%	26%	1.9%	-0.3%	i	0.5	i	23
O=C(C1CCN(S(=O)(=O)c2cnc[nH]2)CC1)N1CCc2ccccc2C1	-10%	-15%	-3.2	88	-28%	-4%	2.1%	-0.1%	i	0.6	i	45
COc1ccc(N2CCN(C(=O)CCc3ccc(S(=O)(=O)NCC(C)C)cc3)CC2)cc1	-17%	6%	2.0	54	7%	23%	-5.9%	0.2%	i	0.5	i	54
Cc1ccn(Cc2n[nH]c(=S)n2Cc2ccccc2)n1	13%	-1%	-0.6	44	-24%	1%	3.3%	0.0%	i	1.1	i	5
CN(c1ccccc1C(=O)N1CCN(Cc2ccc3c(c2)OCO3)CC1)S(C)(=O)=O	3%	-24%	0.2	49	14%	17%	0.8%	-0.5%	i	0.1	i	55
CCOC(=O)C1CCCN(C2=NC(=O)/C(=C/c3ccc(N(C)C)cc3)S2)C1 (stereo unspecified)	14%	-5%	0.1	84	4%	-14%	-6.4%	-0.3%	i	1.4	i	44
CC(C)OCC(O)CN1CCC(Cc2ccccc2)CC1 (stereo unspecified)	11%	-44%	1.1	53	-22%	-35%	-2.9%	-0.2%	i	1.4	i	30
Cc1ccc(NC(=O)C2CC(=O)NC(Nc3cccc(C)c3)=N2)cc1 (stereo unspecified)	16%	-12%	1.6	34	13%	0%	-1.8%	-0.1%	i	0.7	i	1
COc1ccc(OC)c(NC(=O)Cc2nn(C)c(=O)c3ccccc23)c1	0%	9%	0.0	49	-17%	24%	1.7%	-0.4%	i	1.2	i	64
COc1ccc(C(=O)COC(=O)CN2CC(=O)Oc3ccccc32)cc1Br	-2%	-16%	-0.6	74	4%	30%	-6.6%	-0.1%	i	0.5	i	32
O=C(NC(=S)Nc1ccc(CN2CCOCC2)cc1)c1ccc([N+](=O)[O-])cc1Cl	-2%	-10%	0.2	80	18%	4%	-4.2%	-0.1%	i	0.0	i	48
O=CNC(=O)c1ccccc1C(=O)O	3%	-17%	-1.5	53	23%	0%	-0.9%	-0.2%	i	0.3	i	54
CCOC(=O)c1ccc(NC(=O)N2CCc3ccccc32)cc1	14%	-28%	1.4	47	-13%	-95%	0.1%	0.2%	i	5.8	i	46
Cc1ccc(CCNC(=O)Cn2ccc3cc(S(=O)(=O)N4CCCC4)ccc32)cc1	3%	-22%	0.4	51	-17%	15%	-6.2%	-0.1%	i	1.7	i	12

Quoted from the listing.
Under T cell modulator vesicle-bound %, Cc1ccn(Cc2n[nH]c(=S)n2Cc2ccccc2)n1 is listed with 5
Under NTR1 agonist, CCCCOC(=O)c1ccc(NC(=O)CSc2nncn2C)cc1 is listed with 0.1
Under KOR beta-arrestin-1, COc1ccc(OC)c(NC(=O)Cc2nn(C)c(=O)c3ccccc23)c1 is listed with -17%
Under GPR55 activation, c1ccc2c(c1)nc1n2CCN1CCNC1CCCCC1 is listed with -0.2%

An excerpt; the hit share may differ from the screen's.
